aDG glyco up: increases alpha dystroglycan glycosylation. Pro5-aDG cells, alpha-DG glycosylation AlphaScreen (IIH6); 0% Pro5, 100% B10-LARGE cell signal. activation, % at 10 µM. 360,000 compounds, 0.22% hits. AID 624168;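 active = activation of at least 8% versus controls, or a plate z-score of at least 8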;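 note: Pro5 are CHO cells carrying HIG-tagged alpha-DG that lacks glycosylation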
PDI turbidity: blocks human protein disulfide isomerase activity. P07237. PDI insulin aggregation turbidity, A650, 90 min. inhibition, % at 10 µM. 350,000 compounds, 0.052% hits;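 active = mean inhibition across replicates of 30% or more, whatever share of single replicates reach that level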;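 note: absorbance from insulin aggregation driven by PDI reduction with DTT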
Target sequence (P07237 whole entry, looked up): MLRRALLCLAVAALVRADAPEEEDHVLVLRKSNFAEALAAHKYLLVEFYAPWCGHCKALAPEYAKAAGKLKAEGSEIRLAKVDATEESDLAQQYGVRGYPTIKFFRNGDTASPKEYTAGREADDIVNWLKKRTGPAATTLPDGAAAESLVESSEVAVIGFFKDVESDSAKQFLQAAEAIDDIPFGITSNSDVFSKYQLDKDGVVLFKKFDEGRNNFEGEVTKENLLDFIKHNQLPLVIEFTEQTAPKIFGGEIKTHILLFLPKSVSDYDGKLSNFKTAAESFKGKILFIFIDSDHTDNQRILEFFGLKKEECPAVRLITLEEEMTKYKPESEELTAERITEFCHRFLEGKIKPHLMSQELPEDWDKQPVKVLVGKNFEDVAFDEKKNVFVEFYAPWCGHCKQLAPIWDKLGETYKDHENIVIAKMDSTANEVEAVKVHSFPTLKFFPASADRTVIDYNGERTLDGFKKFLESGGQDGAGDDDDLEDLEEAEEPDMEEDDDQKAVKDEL
NR2E3 ag-1: agonists of human NR2E3 nuclear receptor; Q9Y5X4; CHO-S Gal4-NCOR/VP16-NR2E3 two-hybrid, luciferase; inhibition of corepressor binding, % at 3.98 µM; 360,000 compounds, 0.35% hits; AID 602229;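 active = inhibition above the mean of all tested compounds plus 3 SD, cut at about 70% in these data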;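 note: 0% = DMSO with NR2E3 transfected cells and 100% = cells lacking NR2E3 construct; higher means lower luciferase signal from less NR2E3 corepressor binding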
Target sequence (Q9Y5X4 whole entry, looked up, the tested form may be a part): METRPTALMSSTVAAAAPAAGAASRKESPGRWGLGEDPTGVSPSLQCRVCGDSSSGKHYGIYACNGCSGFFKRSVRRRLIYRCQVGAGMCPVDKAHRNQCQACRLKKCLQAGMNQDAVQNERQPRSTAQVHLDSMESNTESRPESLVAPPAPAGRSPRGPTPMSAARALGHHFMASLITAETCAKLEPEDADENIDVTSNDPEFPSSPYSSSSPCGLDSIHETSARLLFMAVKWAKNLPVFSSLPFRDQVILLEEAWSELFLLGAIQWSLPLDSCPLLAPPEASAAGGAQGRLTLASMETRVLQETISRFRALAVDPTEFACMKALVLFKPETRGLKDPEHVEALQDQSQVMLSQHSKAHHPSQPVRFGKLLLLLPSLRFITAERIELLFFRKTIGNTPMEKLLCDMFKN
Vif inh: inhibitors of HIV Vif | HEK293T cells, Vif self-association by quenched fluorescence, imaging, 24 h | inhibition, % at 7.49 µM | 340,000 compounds, 0.35% hits; in the data active = inhibition above about 50%, passing the limit was not always enough; note: some results filed as inactive read as strong as hits
Peg3 prom inh: Peg3 promoter activity inhibition; HeLa PEG-Prom luciferase reporter, luminescence, overnight; inhibition, % at 20 µM; 360,000 compounds, 1.7% hits; AID 588405;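 active = inhibition of at least 50% at 20 µM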
TRPM1 prom inh: reduces MITF-dependent TRPM1 promoter luciferase signal; SK-MEL-5 TRPM1 promoter luciferase, 24 h; inhibition, % at 12.5 µM; 330,000 compounds, 0.83% hits; AID 488899;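 active = mean inhibition across replicates of 60% or more, whatever share of single replicates reaches that level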; note: values of inactives mirror those of a sister screen read the other way
Exocytosis inh: lytic granule exocytosis inhibition. TALL-104 LAMP-1 surface exposure, flow cytometry; cells stimulated with thapsigargin and PMA. inhibition, % at 10 µM. 360,000 compounds, 0.66% hits. AID 651702;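 active = inhibition above about 55%, limit read from the data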
NR2E3 ag-2: NR2E3 (human) agonism; 320,000 compounds, 0.12% hits; GST-NR2E3/biotin-RetCOR TR-FRET, 1536-well; AID 2300; inhibition of corepressor binding, % at 4.78 µM; Q9Y5X4;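 active = percent inhibition above the cutoff of mean plus 3 SD of all tested compounds, set per screening campaign, cut at about 20% in these data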;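 note: 0% = DMSO wells and 100% = biotin wells as full block of FRET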
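System: GST-tagged NR2E3 plus biotinylated RetCOR corepressor; Amount: 1.35 nM GST-tagged NR2E3 final; Dosing: single nominal compound dose of 4.8 µM; Schedule: 5 h incubation at 4 °C; Technique: TR-FRET with europium anti-GST and streptavidin-D2, 340 nm excitation; Controls: biotin wells as high control, 0.6% DMSO wells as low control.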
hiPSC survival: hiPSC single-cell survival enhancement | ATPlite luminescence; 100% = ROCK inhibitor wells, 0% = DMSO | survival enhancement, % at 20 µM | 360,000 compounds, 0.044% hits | AID 602274; in the data active = survival enhancement above about 18%;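 note: cells exposed to compounds for 16 hours before the ATP read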
CaV13 FRET inh: Disruptors of the CACNA1D IQ motif to Ca2+-dependent inactivation inhibitor domain association, primary screening, Förster resonance energy transfer in intact living …; HEK cells, CFP/YFP FRET ICDI-IQ, plate reader, 10 min; percent FRET-ratio fall versus neutral wells; inhibition, % at 12.3 µM; 340,000 compounds, 0.098% hits; AID 743397;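 active = mean replicate inhibition of at least 30% and at least 1% of replicates passing that level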;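 note: 0% = median of the neutral control wells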
HIF-2a inh: blocks HIF-2a reporter activity. 786-0 RCC cells HIF-2a reporter, luciferase luminescence, overnight. inhibition, % at 18.8 µM. 360,000 compounds, 0.72% hits. AID 624352;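 active = inhibition of the luminescence signal of 40% or more relative to plate controls, in a single-dose primary screen at 18.75 µM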
The depositor's hits bear a star; x = no result given.

SMILES,aDG glyco up,PDI turbidity,NR2E3 ag-1,Vif inh,Peg3 prom inh,TRPM1 prom inh,Exocytosis inh,NR2E3 ag-2,hiPSC survival,CaV13 FRET inh,HIF-2a inh
Cc1ccc2c(c1)N(C(=O)CCC(=O)N1CCOCC1)CCO2,0.1,x,6,11,15,0,0,2,-0.4,-6,20
O=C(COC(=O)Cc1ccc(Br)cc1)NCC1CCCCC1,-0.3,-2,-11,2,7,3,-2,4,-0.4,0,12
C=CCn1c(OCc2ccccc2)n[nH]c1=S,0.3,7,-34,2,13,2,-7,1,0.2,-4,7
Cn1c(=O)[nH]c(=O)c2c1nc(N1CCCCC1)n2CC(O)CN1CCCCC1 (stereo not given),0.0,1,-6,x,-8,-11,0,0,5.9,-4,15
COc1ccc2nc(C3CCCCC3)nc(C3CCCCC3)c2c1,-0.2,-2,7,25,13,11,-4,3,2.1,-9,14
COC(=O)c1ccc(S(=O)(=O)NCc2ccccc2)n1C,-0.1,14,-22,-4,3,-40,-2,-1,0.3,-5,8
CCc1cc(C(=O)NC2CCCc3c2cnn3-c2ccc(F)cc2F)no1 (stereo not given),1.6,-1,35,-35,-2,x,5,x,0.6,-5,-6
CCC1(CC)NC(=O)N(CC(=O)OCC(=O)Nc2ncc(Cl)cc2Cl)C1=O,-0.2,0,-6,-2,17,-5,-7,1,-0.7,-4,8
Cc1ccc(C)n1NC(=O)c1ccccc1,-0.1,12,-17,x,-9,-8,-1,2,-2.6,-5,-11
COc1ccc(C)cc1NC(=O)C(c1ccccc1)N1CCN(CC(=O)N2CCOCC2)CC1 (stereo not given),0.2,0,1,2,-10,-2,-19,x,0.4,-6,-31
Cc1cc(C)c(C(=O)c2ccc(C(=O)N(C(C)C)C(C)C)cc2)c(C)c1,-0.2,4,-13,-22,0,3,-4,4,-0.4,-9,9
CCC(=O)N1CC2(C)CN(C(=O)CC)CC(C)(C1)C2,0.1,1,1,0,-7,2,-1,2,1.8,-5,3
CC1CCCC(C)N1C(=O)COC(=O)CCC(=O)c1cccs1 (stereo not given),-0.1,-13,-16,10,6,8,-6,x,1.7,-7,-6
CCN1C(=O)C2C(c3cccc(F)c3)NC(C)(C(=O)OC)C2C1=O (stereo not given),0.0,3,3,-3,24,-1,-2,4,-1.5,-7,12
CC(=O)NCC(=O)NC1CCCc2c1cnn2-c1ccc(C(C)(C)C)cc1 (stereo not given),-0.1,1,12,-1,1,-1,-4,0,-0.6,-19,1
O=C(COC(=O)c1cccc(S(=O)(=O)N2CCOCC2)c1)c1ccccc1,0.1,-1,4,-2,-13,1,-5,6,-0.6,-7,-22
O=c1c2ccccc2nc(/C=C/c2ccc3c(c2)OCO3)n1CCCO,-0.2,-1,7,6,-22,-33,-2,x,-0.1,x,-111
CCOC(=O)C1CCN(C(=O)C2CCN(c3nnc(-n4cccc4)s3)CC2)CC1,0.1,6,-47,-3,3,11,2,-1,-0.7,-5,-8
CCNC(=O)N(CC)C[C@H]1N[C@@](Cc2ccccc2)(C(=O)OC)[C@H]2C(=O)N(C)C(=O)[C@@H]12,0.0,0,-41,-2,-17,0,2,x,3.4,-5,2
Cn1c(/C=N/NC(=O)c2ccccc2Br)nc2ccccc21,0.1,-2,-10,-4,-31,3,-3,1,2.9,-5,-29
N=C1C(c2ccccc2)=C(O)CN1c1cccc(S(=O)(=O)N2CCCCC2)c1,0.1,10,24,-4,1,-8,-4,0,1.3,-2,14
O=C1C2C3C=CC(C4CC34)C2C(=O)N1/N=C/c1ccc([N+](=O)[O-])o1 (stereo not given),0.3,13,8,5,23,75*,6,6,-3.3,-5,-6
COc1ccc(CNC(=O)CN2C(=O)C3CCCN3c3ncc(Cl)cc32)cc1 (stereo not given),0.4,6,-6,-8,-1,-3,-1,1,-0.9,x,-1
Cc1ccc2nc(-c3ccc(NS(=O)(=O)c4c(C)n(C)c(=O)n(C)c4=O)cc3)sc2c1,0.2,-4,-143,-4,-394,-71,1,-1,-0.7,-2,-305
CCOc1ccc(NC(=S)NS(=O)(=O)c2cc(Br)ccc2OCC)cc1,0.0,3,5,0,3,x,1,2,-0.8,-1,17
CCn1c(C)nnc1SCC(=O)Nc1ccc2c(c1)OCCO2,-0.1,-7,11,8,-5,-16,-14,0,-0.3,-6,-16
COc1cc(NC(=O)CN2CCC(C)CC2)c(C)cc1[N+](=O)[O-],0.1,5,-27,-3,-51,-43,-2,0,-2.0,-2,-123
CC1CN(CCCOc2ccc([N+](=O)[O-])cc2)CC(C)O1 (stereo not given),0.1,2,16,-1,8,1,4,-1,3.9,-19,9
O=C(OCCN1CCOCC1)c1ccccc1,-0.1,-16,-24,-1,-1,-20,10,-3,1.1,-2,0
Cc1cc(O)cc(C)c1NS(=O)(=O)c1ccc2ccccc2c1,0.0,-2,7,-8,32,5,-5,1,0.0,-4,26
COc1ccc(Cl)cc1CN1CCN(c2nc(C)cc(C)c2C#N)CC1,0.0,2,-30,-9,17,3,-5,1,2.0,-2,18
CC(C)c1nnc(NC(=O)CCC(=O)Nc2ccccc2)s1,-0.1,2,7,-10,2,4,-4,-2,-0.5,-22,7
O=Cc1ccc(OCc2ccccn2)cc1,-0.1,-3,-35,14,-119,-74,2,0,-0.7,-6,-123
C#CC[N+]1(CC#Cc2cccc3ccccc23)CCOCC1,0.1,15,-8,-2,15,9,1,1,-1.3,-4,17
COc1ccc(Nc2nc3c([nH]2)c(=O)[nH]c(=O)n3C)cc1,-0.2,-1,-34,3,14,-3,1,-8,0.9,-1,19
C=CCn1c(SCC(=O)Nc2ccc(F)cc2)nc2ccccc2c1=O,0.3,9,-17,-9,13,-2,7,1,0.3,-5,12
CC(C)(CNC(=O)Cc1ccc(Cl)cc1Cl)N1CCCCC1,-0.1,2,-15,1,4,1,6,0,0.0,-7,5
CC(=O)c1cc(C#N)c(N2CC(C)OC(C)C2)nc1C (stereo not given),-0.5,-8,-27,-1,4,-9,-4,2,-1.0,-7,15
Cc1ccc(NC(=O)C2CCN(C(=O)c3cccs3)CC2)cc1,0.0,-12,-3,-1,7,4,8,-2,-0.5,-2,9
Cc1nc(SCC(N)=O)c(C#N)c(C)c1C,0.0,-6,-7,-19,0,-3,4,1,2.7,-2,18
S=C(NCCN1CCOCC1)Nc1ccc(Nc2ccccc2)cc1,0.0,2,18,-2,-8,5,2,-3,-0.9,-5,-2
O=c1c2c(-c3ccccc3)csc2ncn1/N=C/c1c2ccccc2cc2ccccc12,-0.5,-1,-7,11,9,-38,0,-3,6.0,-11,-14
Cc1cccc(NC(=O)CSC(N)=O)c1C,0.0,11,-29,4,1,3,37,4,-2.1,-3,5
CC(c1ccccc1)N1C(=O)/C(=C/c2ccncc2)SC1=S (stereo not given),0.0,-4,11,0,18,-9,-1,-1,-0.7,-5,25
CC(C)CCNC(=O)CN1C(=O)NC(c2ccccc2)(c2ccccc2)C1=O,0.1,8,-23,17,-10,-4,-6,-1,-0.6,-3,12
CCCc1c(O)nc(SCc2ccccc2)[nH]c1=O,-0.3,-3,-5,16,9,-11,4,-1,-0.3,-5,12
COc1ccc(CCNC(=S)NC(=O)c2cccc(Cl)c2)cc1OC,-0.1,-4,-20,5,16,x,8,2,1.7,-20,10
COC(=O)c1cc(=O)nc(NN=C2CCCCC2)s1,-0.2,x,2,8,-16,x,10,x,0.7,x,-5
Cc1ccc(-c2nn3c(C)nnc3c3ccccc23)cc1S(=O)(=O)NCc1ccco1,-0.2,21,28,8,5,3,1,0,-2.4,-9,-40
CN(c1ccc(C(=O)NCc2ccccc2)cc1)S(C)(=O)=O,0.2,4,10,11,-9,9,-3,4,2.1,-7,-23

The results go on.
SMILES,aDG glyco up,PDI turbidity,NR2E3 ag-1,Vif inh,Peg3 prom inh,TRPM1 prom inh,Exocytosis inh,NR2E3 ag-2,hiPSC survival,CaV13 FRET inh,HIF-2a inh
COc1ccc(CCNc2ccc(S(N)(=O)=O)cn2)cc1,0.0,-1,-34,-6,-22,-3,-4,0,0.0,-3,-5
Cc1ccc(S(=O)(=O)N2[C@@H](c3ccc(F)cc3)C(C(=O)O)=CC[C@H]2c2cccs2)cc1,-0.2,3,-8,-18,7,2,-1,0,0.2,-5,14
O=S(=O)(c1ccc(Cl)s1)N1CCN(c2ncccn2)CC1,0.3,6,-5,2,0,-1,-2,-1,7.2,-9,5
Cn1c(N)c(C(=O)COC(=O)C2(c3ccc(F)cc3)CCCC2)c(=O)n(C)c1=O,0.4,-3,-5,2,24,2,1,3,-2.5,-4,9
CC(C)Sc1nc2c(cnn2-c2ccc(Cl)cc2)c(=O)[nH]1,0.0,-1,-27,-12,13,17,5,1,-0.7,-20,9
COc1ccc(C(=O)NCc2nnc(SCC(=O)c3ccccc3)o2)cc1,-0.1,-6,-18,17,9,1,0,0,0.4,-2,3
COc1ccc(Cc2nnc(SCC(=O)N3CCCC3)o2)cc1,-0.1,3,6,-3,10,9,-4,-1,3.4,-3,9
Cc1ccnc(N2C(=O)C3C4CC(C(Br)C4Br)C3C2=O)c1 (stereo not given),-0.2,-3,-28,19,-3,6,-1,1,-2.4,-8,11
O=C(Nc1cccc2ccccc12)NC1CCCCC1,0.0,-12,15,3,-11,-4,-4,x,-0.3,-21,-9
COC(=O)c1cc(Cl)c(NC(=O)Cc2ccccc2)cc1OC,0.0,6,-18,-13,-9,10,2,0,-0.7,7,13
O=[N+]([O-])c1cccc(-c2cnc3ccccc3n2)c1,-0.1,7,8,13,-155,-41,5,2,0.2,-4,-200
Cc1nn(-c2ccccc2)c2sc(C(=O)N3CCc4ccccc4C3)cc12,0.1,-1,-7,-12,19,0,-4,x,-0.2,-5,-17
Cc1noc(C)c1COc1ccc(C(=O)N2CCN(S(=O)(=O)c3ccccc3)CC2)cc1,0.2,-4,-18,5,16,x,0,-1,0.5,-6,27
CS(=O)(=O)N(CC(=O)N1CCN(Cc2ccccc2)CC1)c1cccc(Cl)c1,-0.2,3,-16,x,7,-3,19,4,-0.5,-4,15
COc1ccc(C(=O)OCC(=O)NC2CCCCCC2)c(OC)c1,0.1,1,0,-9,12,2,17,x,1.1,-7,8
O=C(COC(=O)c1cc(S(=O)(=O)N2CCCCC2)ccc1Cl)NCc1ccco1,0.0,3,-24,19,7,3,1,3,-0.7,-5,5
COc1ccc(C(=O)N/C(N)=N/c2nc3ccccc3o2)cc1,0.2,4,-44,x,-88,-45,-1,-3,-2.5,-5,-110

Some values from the entries so far.
O=C(Nc1cccc2ccccc12)NC1CCCCC1 | Peg3 prom inh = -11
Cc1ccc(S(=O)(=O)N2[C@@H](c3ccc(F)cc3)C(C(=O)O)=CC[C@H]2c2cccs2)cc1 | TRPM1 prom inh = 2
